# Compound activity deposited in PubChem by several laboratories.
# BH1578 lux ind – inducers of Vibrio cholerae quorum light production without autoinducers, primary screen, BH1578 luxS cqsA deficient, single point; V. cholerae BH1578 lux reporter, luminescence, 6 h; activation, % at 18.7 µM; 0.16% of 350,000 active; in the data active = activation mostly above about 9.7%, no sharp cut-off; inconclusive = no clear call, values can overlap the other calls; inactive = mostly below about 3.7%; note: not every result past the cut was called active; inactives centre near 0; reference of the scale not given here
# Rv3671c protease – Rv3671c serine protease inhibitors, primary screen, biochemical, fluorescence polarization, M. tuberculosis H37Rv; P9WHR9; inhibition, % at 5.96 µM; 0.048% of 320,000 active; in the data active = inhibition above about 38%;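 note: extracellular domain of Rv3671c used as enzyme; 0% = enzyme with DMSO and 100% = no enzyme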
# Target sequence (P9WHR9 whole entry, looked up, the tested form may be a part): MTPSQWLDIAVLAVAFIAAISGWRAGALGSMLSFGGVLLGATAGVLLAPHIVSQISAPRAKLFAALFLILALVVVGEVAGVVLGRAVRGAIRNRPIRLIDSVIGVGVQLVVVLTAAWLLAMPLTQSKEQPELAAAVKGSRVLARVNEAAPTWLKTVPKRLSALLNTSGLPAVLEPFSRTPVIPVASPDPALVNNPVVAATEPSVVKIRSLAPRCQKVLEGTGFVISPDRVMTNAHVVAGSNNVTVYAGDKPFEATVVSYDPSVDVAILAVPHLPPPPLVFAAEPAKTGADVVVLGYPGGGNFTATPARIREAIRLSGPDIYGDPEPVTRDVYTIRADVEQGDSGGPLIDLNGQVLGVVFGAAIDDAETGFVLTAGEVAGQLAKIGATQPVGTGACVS
# SARS 3CLpro inh – SARS-CoV 3CLpro protease inhibitors, primary screen, biochemical, quenched FRET | Replicase polyprotein 1ab (Severe acute respiratory syndrome coronavirus), P0C6X7 | recombinant SARS-CoV 3CLpro, quenched FRET peptide cleavage | inhibition, % at 6 µM | 0.14% of 290,000 active | AID 1706, 2009; in the data active = inhibition above about 12%
# Y pestis TopoI – Yersinia pestis topoisomerase I inhibitors, primary screen, biochemical, cleavage product accumulation, plate reader, single point; Y. pestis Topo-I cleavage product accumulation; activity, % at 10 µM; 0.064% of 360,000 active; DNA topoisomerase I (Yersinia pestis CO92); in the data active = activity above about 50%, passing the limit was not always enough; inconclusive = no clear call, values can overlap the other calls; note: inactives centre near 2
# SSB-PriA inh – inhibitors of Klebsiella pneumoniae PriA binding to SSB C-terminal tail, primary screen, biochemical, AlphaScreen. PriA–SSB C-terminal tail interaction (Klebsiella pneumoniae). AlphaScreen SSBct-PriA binding, biotinylated peptide. inhibition, % at 33 µM. 0.6% of 430,000 active. AID 1272365, 2023; in the data active = inhibition mostly above about 37%, no sharp cut-off; inactive = mostly below about 20%;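 note: plate controls were negative control peptide for no effect and reference peptide for full effect; strong numbers were not always called active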
# Anthrax LF inh2 – Bacillus anthracis LF protease inhibitors, primary screen, biochemical, multiplex microsphere, MLPCN library; inhibition, % at 10 µM; 0.12% of 360,000 active; multiplex microsphere protease cleavage assay; in the data active = inhibition above about 30%; inconclusive = no clear call, values can overlap the other calls; note: plate controls were buffer without enzyme for full effect and enzyme alone for no effect
# PfHsp40 rescue – rescue of yeast from PfHsp40 toxicity, primary screen, S. cerevisiae, ATP luminescence. growth rescue, % at 12.5 µM. 0.68% of 340,000 active. S. cerevisiae expressing PfHsp40, growth rescue; in the data active = growth rescue above about 28%, passing the limit was not always enough; inconclusive = no clear call, values can overlap the other calls;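 note: yeast W303a lacking pdr1 and pdr3 grown in galactose medium; growth measured after three days at 30 °C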
# TcdB inh – TcdB glycohydrolase inhibitors, primary screen, biochemical, single point, plate reader | Toxin B (Clostridioides difficile), P18177 | TcdB glycohydrolase enzymatic assay | inhibition, % at 9.99 µM | 0.24% of 350,000 active | AID 652162, 2013; in the data active = inhibition above about 10%
# MazF activator – activators of E. coli MazEF toxin-antitoxin RNase, primary screen, biochemical, fluorescence, uHTS; Endoribonuclease toxin MazF (Escherichia coli (strain K12)), P0AE70; 0.32% of 350,000 active; activation, % at 20 µM; FAM/BHQ RNA-DNA oligo cleavage fluorescence, 5 h; in the data active = activation above about 50%
# Target sequence (P0AE70 whole entry, looked up): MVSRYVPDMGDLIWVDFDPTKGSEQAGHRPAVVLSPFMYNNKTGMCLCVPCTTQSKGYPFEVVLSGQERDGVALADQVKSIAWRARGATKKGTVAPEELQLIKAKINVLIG
# DUSP3 inh – VHR1 phosphatase inhibitors, primary screen, biochemical, absorbance, uHTS | Dual specificity protein phosphatase 3 (Homo sapiens), P51452 | recombinant VHR phosphatase, pNPP absorbance | inhibition, % at 13.3 µM | 0.52% of 290,000 active; in the data active = inhibition above about 50%; note: some compounds called inactive have numbers as strong as hits
# Target sequence (P51452 whole entry, looked up): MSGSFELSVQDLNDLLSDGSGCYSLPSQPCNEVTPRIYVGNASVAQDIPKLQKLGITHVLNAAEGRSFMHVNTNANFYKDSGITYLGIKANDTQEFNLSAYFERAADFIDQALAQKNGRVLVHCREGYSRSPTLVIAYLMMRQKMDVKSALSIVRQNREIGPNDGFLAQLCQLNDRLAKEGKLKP
# Starred values were filed as active, the others as inactive; i = inactive; ? = inconclusive; . = no result given. A portion of the library; the hit share may differ from the screen's.
SMILES,BH1578 lux ind,Rv3671c protease,SARS 3CLpro inh,Y pestis TopoI,SSB-PriA inh,Anthrax LF inh2,PfHsp40 rescue,TcdB inh,MazF activator,DUSP3 inh
CC(C)c1ccc(NC(=O)CCCN2C(=O)NC(C)(C)C2=O)cc1,i,-4,.,-7,-10,2,-0.7,-0.2,6,.
CCCC(=O)N1CCN(Cc2ccc3c(c2)OCO3)CC1,-0.1,-3,0,1,1,-2,-0.6,.,1,10
COc1ccc(OC)c(NC(=O)COC(=O)c2n[nH]c3ccccc23)c1,0.7,-11,.,3,9,1,0.3,-2.4,-2,.
COc1ccc(N(CC(=O)Nc2ccc(OC)c(Cl)c2)S(=O)(=O)c2c(C)noc2C)cc1,-3.0,7,-4,8,-1,-11,3.5,.,6,14
Cc1cccc(CCNC(=O)C2CCN(S(=O)(=O)c3ccccc3)CC2)c1,i,7,5,-12,-3,-3,-1.2,0.0,15,6
Cc1ccc2nc(SCC(=O)N(CC(C)C)c3c(N)n(CC(C)C)c(=O)[nH]c3=O)[nH]c2c1,0.3,5,-2,-8,-12,1,1.0,.,-1,-4
CC(N)Cc1c[nH]c2cc3c(cc12)OCCO3 (stereo not given),-0.5,-9,-1,-7,4,-3,22,.,6,-17
S=c1nc(NCc2cccc(Cl)c2)c2ccccc2[nH]1,-0.8,-13,-2,-2,-7,0,3.8,-0.8,0,87
CC(NCC(=O)Nc1ccccc1C(=O)NC1CC1)c1cccc(Cl)c1 (stereo not given),-0.6,.,.,23,2,-3,-0.3,-5.4,-3,.
Cc1cccc(C(C)C)c1NC(=O)COC(=O)CCC(=O)N(CC(C)C)c1c(N)n(CC(C)C)c(=O)[nH]c1=O,-0.8,.,.,6,.,5,.,-0.6,1,.
CCc1cc2c(N[C@@H](C)C(=O)O)ncnc2s1,i,2,0,-2,-10,-1,-0.1,.,4,-18
CCOC(=O)CNC(=O)CSc1ccc(-c2nc3ccccc3[nH]2)cn1,-0.3,2,7,-16,-1,0,-0.8,2.7,2,1
CCCCOc1ccc2ccccc2c1C=O,i,-3,3,11,-53,-2,1.2,.,-9,13
CC(C)c1ccc(C(C)NC(=S)NC2CCCCC2)cc1 (stereo not given),i,.,0,14,-26,-1,?,-1.1,-1,14
COc1cccc(CC(=O)Nc2ccccc2N2CCCC2)c1,i,7,-5,10,2,3,0.3,0.5,4,16
N#C/C(=C\c1ccccc1[N+](=O)[O-])c1nc(C2CC2)cs1,-0.5,3,-1,14,28,-3,3.7,.,-5,3
O=C(CN1C(=O)c2ccccc2C1=O)NCC(=O)OCC(=O)c1ccc(Br)cc1,i,8,4,-1,-9,-1,-0.2,.,-14,14
C=CCn1c(SCC(=O)Nc2ccc(O)cc2)nc2sc(C)c(C)c2c1=O,i,.,.,16,1,0,-0.6,2.0,4,.
O=S(=O)(Nc1nc2ccccc2nc1Cl)c1ccc(Cl)cc1,-0.7,-7,2,6,2,1,-0.4,.,-3,-1
O=C(COC(=O)C12CC3CC(CC(O)(C3)C1)C2)Nc1ccccc1OC(F)F,i,5,-4,-2,-16,-4,0.1,.,-9,6
Cc1ccc(OCCSc2nc(NC(C)C)nc(NC(C)C)n2)cc1,-0.2,-8,1,33,-24,-3,-1.2,-1.4,3,-17
COc1ccccc1C1/C(=C(/O)c2ccc(OC(C)C)cc2)C(=O)C(=O)N1c1cc(C)on1 (stereo not given),-0.3,4,3,12,.,-7,1.6,.,3,31
N#Cc1ccccc1OCC(=O)NC(=O)NC1CCS(=O)(=O)C1 (stereo not given),i,4,.,3,-19,7,-1.3,0.4,2,.
CCCn1nc2cc(C(=O)NCc3ccc(C)cc3)ccc2c1OC,i,2,4,5,0,-11,0.4,-1.9,4,17
O=C(NNS(=O)(=O)c1ccc2ccccc2c1)c1cccnc1,-0.5,0,4,3,-19,-6,-0.1,.,6,-2

# Three structures from above, ordered by heavy-atom count, rising.
SMILES,BH1578 lux ind,Rv3671c protease,SARS 3CLpro inh,Y pestis TopoI,SSB-PriA inh,Anthrax LF inh2,PfHsp40 rescue,TcdB inh,MazF activator,DUSP3 inh
CCc1cc2c(N[C@@H](C)C(=O)O)ncnc2s1,i,2,0,-2,-10,-1,-0.1,.,4,-18
S=c1nc(NCc2cccc(Cl)c2)c2ccccc2[nH]1,-0.8,-13,-2,-2,-7,0,3.8,-0.8,0,87
O=C(NNS(=O)(=O)c1ccc2ccccc2c1)c1cccnc1,-0.5,0,4,3,-19,-6,-0.1,.,6,-2

# (continued)
SMILES,BH1578 lux ind,Rv3671c protease,SARS 3CLpro inh,Y pestis TopoI,SSB-PriA inh,Anthrax LF inh2,PfHsp40 rescue,TcdB inh,MazF activator,DUSP3 inh
Cc1nc2c(C)cccn2c1/C(O)=C1\C(=O)C(=O)N(CCN(C)C)C1c1ccccc1 (stereo not given),-0.4,5,3,4,.,3,-0.8,4.2,-2,5
COc1cc(OC)cc(-c2c(-c3cccs3)c3cc(-c4cc(OC)c(OC)c(OC)c4)ccc3n2C)c1,-0.7,-5,.,0,7,-2,-0.6,1.4,-3,.
Cc1ncoc1C(=O)NCC1=C(c2ccc3ccccc3c2)C[C@@H]2CC[C@H]1N2Cc1ccco1,1.1,.,.,15,.,0,.,1.2,5,.
O=C(COC(=O)c1cccc(Cl)c1)NC1CCS(=O)(=O)C1 (stereo not given),-3.1,10,.,-2,-5,-5,-1.3,1.2,-8,.
O=C(O)C1=C(C2CCCCC2)C(=O)c2ccccc21,i,.,.,8,-3,0,-1.4,0.4,7,.
CC1=C(C(N)=O)C(c2ccccc2F)NC(=O)N1 (stereo not given),6.7,9,1,2,-7,-5,-0.3,.,2,0
N#CCc1c[nH]c2ccc([N+](=O)[O-])cc12,2.7,.,.,-7,-11,4,0.7,3.6,11,.
C#CCOC(=O)c1csc2nnsc12,-0.1,-5,-1,1,-12,-3,0.0,-1.6,3,12
CC(=O)N1CCc2cc(S(=O)(=O)Nc3ccc(C)cc3)ccc21,i,-1,-3,15,2,-7,-0.7,0.3,-1,7
Cc1csc(NC(=O)c2cccs2)n1,i,3,1,3,-9,-2,-1.9,.,0,13
O=C(Nc1nc2nc(-c3ccccc3)cc(=O)n2[nH]1)c1ccccc1,-0.6,3,-3,-6,-3,-5,-1.3,.,4,23
CCCCn1c(-c2ccc(Br)cc2F)nc2c1c(=O)[nH]c(=O)n2CC(C)C,-0.3,8,6,25,-2,-6,-1.6,-0.3,1,24
Cc1ccc(C)c2c3c([nH]c12)-c1nonc1CC3,-0.3,-5,-2,1,-4,-6,3.2,.,14,20
CC1CCCN(C(=O)Cn2nnc(-c3ccc(N(C)C)cc3)n2)C1 (stereo not given),-0.9,-3,0,-2,-25,-2,0.3,.,5,9
O=C(Nc1cccc(S(=O)(=O)N2CCCCC2)c1)C1COc2ccccc2O1 (stereo not given),-2.7,-8,.,13,3,12,0.0,-0.3,1,.
COCCCNC(=O)Cn1ncc2ccsc2c1=O,i,9,1,3,-9,-5,0.5,0.5,9,-6
CCS(=O)(=O)N1Cc2ccccc2CC1C(=O)Nc1ncc(C)s1 (stereo not given),-0.4,-3,0,2,-6,2,1.2,-0.2,0,5
CCOc1ccc(-n2nnc3c(=O)n(CC(=O)NCc4ccco4)cnc32)cc1,-0.4,7,-3,6,-19,-2,0.8,0.5,-16,16
O=C(O)Cc1csc(-c2ccccc2)n1,0.4,4,0,-4,-9,-1,-0.7,1.1,-9,18
Cc1sc(NC(=S)NC(=O)c2ccco2)c(C(N)=O)c1C,-0.1,-6,2,-1,-1,0,-0.5,0.0,-5,10
CC(C)(C)c1ccc(C(=O)CCC(=O)NCc2ccccc2)cc1,-5.7,-13,.,28,-12,.,3.1,2.5,-8,.
CC(=O)Nc1ccc(C(=O)NC(CC(=O)O)c2ccc(Cl)cc2)cc1 (stereo not given),-0.4,0,-4,2,-3,-1,-0.2,.,-7,37
Cc1cccc(C(=O)OCC(=O)NC(C)C2CC3CCC2C3)c1O (stereo not given),i,5,.,22,-9,2,0.0,-1.0,2,.
Cn1c(=O)c2[nH]c(COc3ccc(C(C)(C)C)cc3)nc2n(C)c1=O,-0.2,-5,1,12,-18,-2,1.5,.,-4,-1
COc1cc(OC)cc(/C(N)=N/O)c1,-0.3,3,-2,1,.,12,-1.5,0.6,2,22
[2H]c1c([2H])c([2H])c(-c2nc(N3CCCCCC3)sc2C(=O)c2ccccc2)c([2H])c1[2H],-2.2,-17,-1,0,-39,19,-0.9,.,3,27
Cc1ncc(CO)c(/C=N/NC(=S)Nc2ccc(Cl)c(Cl)c2)c1O,-0.3,28,-4,-21,.,-1,0.0,-1.9,5,34

# In the list so far, these have an aryl methoxy group.
SMILES,BH1578 lux ind,Rv3671c protease,SARS 3CLpro inh,Y pestis TopoI,SSB-PriA inh,Anthrax LF inh2,PfHsp40 rescue,TcdB inh,MazF activator,DUSP3 inh
COc1ccc(OC)c(NC(=O)COC(=O)c2n[nH]c3ccccc23)c1,0.7,-11,.,3,9,1,0.3,-2.4,-2,.
COc1ccc(N(CC(=O)Nc2ccc(OC)c(Cl)c2)S(=O)(=O)c2c(C)noc2C)cc1,-3.0,7,-4,8,-1,-11,3.5,.,6,14
COc1cccc(CC(=O)Nc2ccccc2N2CCCC2)c1,i,7,-5,10,2,3,0.3,0.5,4,16
COc1ccccc1C1/C(=C(/O)c2ccc(OC(C)C)cc2)C(=O)C(=O)N1c1cc(C)on1 (stereo not given),-0.3,4,3,12,.,-7,1.6,.,3,31
CCCn1nc2cc(C(=O)NCc3ccc(C)cc3)ccc2c1OC,i,2,4,5,0,-11,0.4,-1.9,4,17
COc1cc(OC)cc(-c2c(-c3cccs3)c3cc(-c4cc(OC)c(OC)c(OC)c4)ccc3n2C)c1,-0.7,-5,.,0,7,-2,-0.6,1.4,-3,.
COc1cc(OC)cc(/C(N)=N/O)c1,-0.3,3,-2,1,.,12,-1.5,0.6,2,22
